DT40 TDP1 CPT – DT40-hTDP1 cell growth loss with CPT; chicken DT40 Tdp1-/-;hTDP1 cells + 20 nM CPT, ATP luminescence, 48 h; Potency, µM (titrated, usually from 46.2 µM), without a hit: at the top dose activity change, negative = growth inhibition, hits mostly inhibitors; hit rate 12% among 420,000; AID 686979; further: nearly all actives have a fitted effect of over 55% in size
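Cell growth measured by CellTiter-Glo luminescence after a minimum 48 h, 37 C compound exposure with 20 nM CPT in Tdp1-knockout DT40 cells stably expressing hTDP1, seeded 400/well; qHTS titration format.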
DT40 TDP1 no CPT – qHTS for Inhibitors of human tyrosyl-DNA phosphodiesterase 1 (TDP1): qHTS in cells in absence of CPT; DT40 Tdp1-/- hTDP1 cells, no CPT, ATP luminescence, 48 h; Potency, µM (highest dose often 46.2 µM), without a hit: at the highest dose activity change, negative = growth inhibition, most hits filed as inhibitors; hit rate 15% among 420,000; further: nearly all actives have a fitted effect of over 55% in size
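Luminescent ATP content (CellTiter-Glo) served as the growth readout. Knockout chicken DT40 cells expressing human TDP1 were exposed to compounds without camptothecin for a minimum 48 hr at 37 °C.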
GCN5L2 inh – inhibitors of human GCN5L2 histone acetyltransferase; Q92830; GCN5L2 HAT assay, ThioGlo1 CoA-SH fluorescence; Potency, µM (top dose mostly 58.9 µM), for inactives: at the highest dose activity change, negative = inhibition, usual class: inhibitors; hit rate 0.21% among 390,000; AID 504327
Target sequence (Q92830 whole entry, looked up): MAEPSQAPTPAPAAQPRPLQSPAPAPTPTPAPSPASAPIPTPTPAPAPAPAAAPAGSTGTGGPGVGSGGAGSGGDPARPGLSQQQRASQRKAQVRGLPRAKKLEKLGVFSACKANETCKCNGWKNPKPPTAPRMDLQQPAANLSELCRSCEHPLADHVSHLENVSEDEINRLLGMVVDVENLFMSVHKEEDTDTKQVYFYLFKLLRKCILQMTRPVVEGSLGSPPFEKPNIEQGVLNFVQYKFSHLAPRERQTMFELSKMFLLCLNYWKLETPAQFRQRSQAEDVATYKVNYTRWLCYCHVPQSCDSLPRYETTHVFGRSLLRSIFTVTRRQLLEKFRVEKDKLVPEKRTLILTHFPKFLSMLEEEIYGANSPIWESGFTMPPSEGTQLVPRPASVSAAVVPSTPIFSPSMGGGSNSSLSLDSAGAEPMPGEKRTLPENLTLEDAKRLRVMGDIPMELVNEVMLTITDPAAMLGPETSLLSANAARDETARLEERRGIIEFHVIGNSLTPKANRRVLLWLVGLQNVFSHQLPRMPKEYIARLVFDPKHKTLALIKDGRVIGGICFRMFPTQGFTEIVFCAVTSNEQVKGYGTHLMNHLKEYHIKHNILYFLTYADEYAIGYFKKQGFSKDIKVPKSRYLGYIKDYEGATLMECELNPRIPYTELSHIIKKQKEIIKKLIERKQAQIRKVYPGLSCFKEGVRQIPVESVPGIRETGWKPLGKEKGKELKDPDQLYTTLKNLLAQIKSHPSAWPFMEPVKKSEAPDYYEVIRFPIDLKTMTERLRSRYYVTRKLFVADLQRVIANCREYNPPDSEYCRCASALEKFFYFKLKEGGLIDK
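Fluorescence readout, Ex340nm/Em540nm: ThioGlo1 (50uM final) reacts with free CoA thiol released as 20nM GCN5L2 acetylates H3(1-25) peptide (75uM) using acetyl-CoA (70uM). Compound and enzyme sat 15 min beforehand; 20 min room-temperature reaction.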
Starred values were filed as active, the others as inactive; u = inconclusive; x = no result given; & = joins results of further samples; [ ] = dose if it differs, or a comment. The call rests on the fitted dose curve; in most records, active means well fitted curve in the direction sought with a large enough effect; inconclusive means small, poorly fitted or top-dose-only effect, or another doubt; inactive means no such curve, though single readings can be large; an effect the other way counts as inactive or inconclusive. On the % scale 0 is the no-effect control and ±100 the full control effect; potency means the concentration at half of the fitted maximal effect.

Preview (three entries):
SMILES | DT40 TDP1 CPT | DT40 TDP1 no CPT | GCN5L2 inh
O=C1CC(c2ccc(F)cc2)Sc2ccccc2N1 (configuration not stated) | u | u | -2.1%
CC(=O)[C@@]1(O)C(C)CC2C3C=C(C)C4=Cc5c(cnn5-c5ccccc5)C[C@]4(C)C3C(O)C[C@@]21C (some centres not stated) | 4.61µM* | 5.17µM* | 1.4%
Fc1cccc(/C=N\N=C/c2cccc(F)c2)c1 | -2.6% | -7.5% | -11.6%

All compounds of this part (from the top)
SMILES | DT40 TDP1 CPT | DT40 TDP1 no CPT | GCN5L2 inh
O=C1CC(c2ccc(F)cc2)Sc2ccccc2N1 (configuration not stated) | u | u | -2.1%
CC(=O)[C@@]1(O)C(C)CC2C3C=C(C)C4=Cc5c(cnn5-c5ccccc5)C[C@]4(C)C3C(O)C[C@@]21C (some centres not stated) | 4.61µM* | 5.17µM* | 1.4%
Fc1cccc(/C=N\N=C/c2cccc(F)c2)c1 | -2.6% | -7.5% | -11.6%
O=S(=O)(c1ccc(Cl)cc1)c1nc(-c2ccco2)oc1SCc1ccc(F)cc1 | u | u | -10.3%
Cc1ccccc1NC(=O)COC(=O)CCc1nc2ccccc2c(=O)[nH]1 | -13.2% | -7.3% | -7.0%
CN(C)c1ccc(CN(CC2CCCO2)C(=O)COc2ccc(Cl)cc2)cc1 (configuration not stated) | 25.9µM* | 18.4µM* | -4.2%
Nc1[nH]c(C(=O)c2ccccc2)c(-c2ccc(Br)cc2)c1C(=O)NC1CC1 | -10.0% | -9.9% | x
O=C(CSc1nnc(-c2cccs2)o1)N1CCCCC1 | -1.8% | -3.1% | -12.8%
Cc1sc2nc(C(C)Nc3ccccc3N3CCOCC3)[nH]c(=O)c2c1C (configuration not stated) | u | 14.6µM* | -0.8%
O=c1c2ccccc2sn1-c1cc(S(=O)(=O)N2CCOCC2)ccc1N1CCCCC1 | 2.51µM* | 5.62µM* | x
Cc1c(C(=O)Nc2ccc(C(=O)Nc3ccccc3)cc2)cccc1[N+](=O)[O-] | -21.7% | -10.9% | -11.0%
COc1ccc2[nH]c(C)c(CCNC(=S)Nc3ccc(C)cc3)c2c1 | 18.4µM* | u | -12.8%
COc1cccc(C2=NOC(C(=O)Nc3ccc(OC)c(OC)c3)C2)c1 (configuration not stated) | -26.2% | -28.1% | -6.6%
CS(=O)(=O)c1cccc(S(=O)(=O)N2CCN(c3ccccn3)CC2)c1 | -11.3% | 17.0% | -13.3%
COn1c(SCc2cccnc2)nc2ccccc2c1=O | -26.6% | u | -11.1%
Cc1cccc(-c2cc(C(=O)N3CCCc4ccccc43)c3ccccc3n2)c1 | 23.1µM* | u | 0.2%
CCOc1ccc(S(=O)(=O)Nc2ccncc2)c(C)c1C | 0.8% | -7.8% | -7.0%
CCCOc1ccc(C(=O)NCC2OCCc3ccccc32)cc1OC (configuration not stated) | 0.4% | u | -6.5%
N#C/C(=C\c1ccc(O)c(O)c1)C(=O)NCCCc1ccccc1 | u | 4.11µM* | -24.5%&-7.9%
CC(=O)C[n+]1cccc(Br)c1 | 6.1% | 0.0% | x
CSc1nsc(SC)c1C(N)=O | -6.4% | -3.5% | -4.6%
O=S(=O)(c1cccc2cccnc12)N1CCc2ccccc21 | -15.4% | u | -10.1%
CC(=O)Nc1ccc(/C=N/Nc2nncc3ccccc23)cc1 | u | u | u
O=C(NCCOC(=O)c1ccc(C(=O)OCCNC(=O)c2ccccc2)o1)c1ccccc1 | 4.3% | -2.8% | -5.6%
CCCc1cc(=O)oc2c(C)c(OCC(=O)NCCCn3ccnc3)ccc12 | -26.8% | u | -6.3%
COC(=O)c1ccc(-c2ccc(OC)c([C@H]3[C@H]4C=CC[C@@H](C)[C@@H]4C(=O)N3Cc3ccccc3)c2)cc1 | 5.8µM* | 6.51µM* | -4.8%
CCN(CC)C(=O)c1[nH]cnc1C(=O)NCc1ccc(CNC(=O)OC(C)(C)C)cc1 | u | -19.5% | -12.8%
O=C(COC(=O)CC1CC2CCC1C2)NCc1ccccc1 (configuration not stated) | -0.8% | -21.0% | -2.1%
CCN1CCN(C(c2cc(OC)ccc2OC)c2nnnn2Cc2ccccc2)CC1 (configuration not stated) | -24.5% | -15.0% | -4.1%
Cc1ccc(Cl)cc1N1CCN(S(=O)(=O)N2CCCCC2)CC1 | 0.6% | -22.9% | -7.6%

3 entries already listed, arranged by heavy-atom count, low to high.
SMILES | DT40 TDP1 CPT | DT40 TDP1 no CPT | GCN5L2 inh
CSc1nsc(SC)c1C(N)=O | -6.4% | -3.5% | -4.6%
O=C(COC(=O)CC1CC2CCC1C2)NCc1ccccc1 (configuration not stated) | -0.8% | -21.0% | -2.1%
CC(=O)Nc1ccc(/C=N/Nc2nncc3ccccc23)cc1 | u | u | u

Next section:
SMILES | DT40 TDP1 CPT | DT40 TDP1 no CPT | GCN5L2 inh
CCc1ccc(-n2nc(C)c3c(C)cc(=O)n(CC(=O)NCc4ccc(C)cc4)c32)cc1 | -28.6% | u | -6.8%
COc1ccc(C)cc1NC(=O)c1ccc(CN2CCc3ccccc3C2)cc1 | u | u | -5.7%
Cc1cccc(N2CCN(C(=O)C3(S(=O)(=O)c4ccc(Cl)cc4)CC3)CC2)c1C | -15.1% | -23.9% | -5.3%
COc1ccccc1NC(=O)/C(=N/OCc1ccc(C#N)cc1)C(C)=O | -19.5% | -20.4% | -19.0%
CC12CCC(=O)N1C(C(=O)Nc1nc(-c3ccc(F)cc3)cs1)CS2 (configuration not stated) | -9.8% | -27.2% | 2.0%
CC(C)NC(=O)c1onc(CSc2ccc(F)cc2)c1C(=O)O | -13.2% | 10.4% | -0.9%
COc1ccccc1NC(=O)C1CCCN(c2cc(C)nc3ncnn23)C1 (configuration not stated) | -28.8% | u | 2.3%
O=C(N[C@@H]1c2ccccc2C2(CCN(C(=O)c3ccc4c(c3)OCCO4)CC2)[C@H]1O)c1cccnc1 | u | -4.4% | x
CCc1ccc(CSc2nc(-c3ccccc3OC)nc3c2Cc2c(CO)cnc(C)c2O3)cc1 | u | u | -17.6%
COc1ccccc1C(=O)NCC(c1ccc(N(C)C)cc1)N1CCc2ccccc21 (configuration not stated) | 20.6µM* | 16.4µM* | -15.9%
Cc1cc(F)ccc1C(O)c1ncc(-c2ccccc2C(F)(F)F)[nH]1 (configuration not stated) | -24.6% | -26.2% | x
O=C(C1CCC1)N1CCN(c2ccc(C(F)(F)F)cc2[N+](=O)[O-])CC1 | u | u | -3.8%
Cn1c(SCC(=O)Nc2ccccc2F)nnc1-c1cc2ccccc2o1 | 0.1% | -5.2% | -0.8%
CC(CCc1ccccc1)NC(=O)C1CCN(c2nnc(-n3cccc3)s2)CC1 (configuration not stated) | u | u | -4.3%
N#Cc1ccc(-c2cccs2)nc1SCc1ccc(Br)cc1 | -26.8% | -9.0% | 2.7%
CCOC(=O)N1CCN(C(=O)C2CCN(S(=O)(=O)c3ccc(Br)s3)CC2)CC1 | u | u | 3.6%
Cc1c(C(=O)Oc2cccc3cccnc23)cccc1[N+](=O)[O-] | u | u | -3.8%
CCOC(=O)CSc1nn(C)c(=S)s1 | -14.1% | -5.2% | -1.4%
Cc1ccc(C)c(N2CCN(S(=O)(=O)c3ccc(-c4cnc(C5CC5)o4)cc3)CC2)c1 | 14.6µM* | 9.2µM* | -23.9%
O=C(CCC(=O)Nc1ccccc1Cl)NNC(=O)c1ccco1 | 9.1% | -4.9% | -0.9%
CC(C)OC(=O)C1C(=O)CC(C)(O)C(C(=O)OC(C)C)C1c1ccc([N+](=O)[O-])cc1 (configuration not stated) | -11.6% | -8.7% | 0.4%
COc1cc(C)nc(N2CCC(C(=O)NC3CCCCC3)CC2)n1 | -6.3% | 0.0% | -0.9%
O=C(Nc1cccc(F)c1)Nc1ccc2c(c1)OCO2 | u | u | -33.2%
COC(=O)c1ccc(=O)n(Cc2ccc3c(c2)OCO3)c1 | -6.5% | -16.2% | -1.6%
O=Nc1c(-c2c(O)[nH]c3cc(Br)ccc23)[nH]c2ccccc12 | u | 14.6µM* | -10.9%&-1.5%
O=C(Nc1cnc2ccccc2c1)N1CCOCC1 | -19.8% | u | -3.4%
CCCC/C=C/C(NC(=O)c1ccc(-c2ccccc2)cc1)c1ccccc1 (configuration not stated) | u | u | x
CCNC(=S)N(CCc1ccccc1C)Cc1cc2cc(OC)c(OC)cc2[nH]c1=O | -17.6% | 3.0% | 13.7%
Clc1ccc(-c2nnn3c2nc(N2CCCCC2)c2ccccc23)cc1 | 1.4% | 0.2% | -3.6%
Cn1c(=O)c2cc(NC(=O)Cc3ccccc3F)ccc2n1Cc1ccc(Cl)cc1 | u | u | x
CC(=O)N1CCCN(Cc2cn(-c3cccc(C)c3)nc2-c2cccc(F)c2)CC1 | u | 16.4µM* | 2.0%
O=C(CN1CCSc2ccccc21)NCCCc1ccccc1 | 0.9% | -23.2% | -11.2%
CC1(C(=O)N2CCN(c3ccccc3)CC2)CC1(Cl)Cl (configuration not stated) | 5.1% | -21.7% | -1.0%
CSc1cccc(NC(=S)N(Cc2ccccc2)Cc2ccccn2)c1 | u | 20.6µM* | -9.9%
CCn1c(SCC(=O)Nc2cccc(C)n2)nnc1-c1ccco1 | -12.6% | -1.9% | -3.2%
CNc1cncc(C(=O)O)c1 | 10.4% | 1.4% | -0.6%
CCOCCCNC(=S)N1CCN(Cc2ccc3c(c2)OCO3)CC1 | -14.4% | -26.0% | 25.5%
CC(=C/c1ccccc1)/C=N/n1cnnc1 | -5.8% | 23.7% | -10.4%
O=C(CN(C(=O)CCC(=O)Nc1nccs1)c1ccc2c(c1)OCO2)NCC1CCCO1 (configuration not stated) | -2.2% | -8.4% | -3.5%
Cc1ccc(N=C2SC(C(=O)O)CC(=O)N2C)cc1C (configuration not stated) | 13.5% | 0.4% | -6.2%
CC(=O)c1ccc(NC(=O)CSc2nnc(C3CC3)n2C2CC2)cc1 | -3.7% | -12.4% | -5.6%
CCNC(=O)C1(C)CCN(Cc2ccccc2-c2ccccc2)C1 (configuration not stated) | u | u | x
c1ccc2c(c1)OCCOCCOCCOCCOc1ccccc1OCCOCCOCCO2 | 14.6µM* | 18.4µM* | 0.4%
CC(C)(C)n1nnnc1C(c1ccc2ncccc2c1)N1CCSCC1 (configuration not stated) | -6.6% | -4.4% | -2.1%
COc1ccc(NC(=O)N2CCN(CCC#N)CC2)cc1 | -1.8% | -1.6% | -2.0%
O=C(NC(=O)c1ccccc1)C1=C(N2CCCC2)COC1=O | -2.1% | 2.3% | -11.5%
Cc1cccc(N2C(=S)NC3c4cc(Cl)ccc4OC2(C)C3C(=O)N(C)C)c1 (configuration not stated) | 0.1% | u | 0.3%
COc1ccc(-n2c(SCc3ccccc3F)nc3c([nH]c4ccccc43)c2=O)cc1OC | 25.9µM* | 16.4µM* | -11.0%
O=C(O)C(Oc1ccc2c(-c3ccccc3)cc(=O)oc2c1)c1ccccc1 (configuration not stated) | 0.6% | 3.4% | -8.3%
COc1ccccc1CNc1nc(NCc2cccc(OC)c2OC)c2sccc2n1 | 4.61µM* | 7.31µM* | x
Nc1cc(C(F)(F)F)ccc1Nc1ccccc1 | 6.1% | u | -2.3%
Cc1cccc(NC(=O)CCc2ccc(N3C(N)=NC(N)=NC3(C)C)cc2)c1 | 0.326µM* | 0.366µM* | x
CCOC(=O)c1sc(NC(=O)C2CC2)nc1C | -23.2% | -18.8% | -17.9%
COc1ccc(C(=O)OCC(=O)c2ccc(Cl)s2)c(OC)c1OC | -13.5% | u | -3.0%
CC1=[N+](C)N(c2ccccc2)C(=O)C1N=Cc1c(Cl)cccc1Cl (configuration not stated) | 16.2% | 13.0% | 3.1%
O=C(COC(=O)CSc1ccc(Cl)cc1)Nc1ccccc1 | -9.0% | 2.8% | -4.7%
COc1ccccc1C(=O)Nc1c(C)n(C)n(-c2ccccc2)c1=O | -9.3% | -0.3% | 4.4%
COC(=O)C1=C(N)Oc2cc(C)[nH]c(=O)c2C1c1cccnc1 (configuration not stated) | -5.0% | -22.3% | -2.9%
CCCCC1CC(=O)NC1(C(=O)OCC)C(=O)OCC (configuration not stated) | 14.9% | -6.4% | x
N/C(Cc1cccs1)=N\OC(=O)COc1ccccc1 | -10.2% | -11.5% | -5.9%[0.501 µM]

Other entries follow.
SMILES | DT40 TDP1 CPT | DT40 TDP1 no CPT | GCN5L2 inh
CCOc1ccc2nc(SCc3cccc(C)c3)nc(C)c2c1 | -17.6% | -15.3% | 8.9%
NS(=O)(=O)c1ccc(NC(=O)CCC2CCCCC2)cc1 | -15.4% | -10.8% | -1.3%
O=C(NNC(=O)c1ccc2nonc2c1)Nc1ccc(Cl)cc1 | -6.2% | -26.6% | -11.8%
O=C(NCc1nc2ccccc2[nH]1)C1CCCCC1 | 5.8% | -22.4% | 1.5%
